N370S GC = inhibits or activates N370S mutant glucocerebrosidase. 0.092% of 330,000 active. P04062. Potency, µM (doses to about 59.4 µM), for inactives: at the top dose activity change, negative = inhibition, actives largely listed as inhibitors. N370S GC spleen homogenate, 4MU-glucoside fluorescence. AID 2101;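 further: 0% = full enzyme activity and -100% = no enzyme basal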
KAT2A inh = GCN5L2 (KAT2A) acetyltransferase inhibition | Potency, µM (titrated, usually from 58.9 µM), for inactives: top-dose activity change, negative = inhibition, hits mostly inhibitors | 0.21% of 390,000 active | AID 504327 | GCN5L2 HAT assay, ThioGlo1 CoA-SH fluorescence
Target sequence (Q92830 whole entry, looked up): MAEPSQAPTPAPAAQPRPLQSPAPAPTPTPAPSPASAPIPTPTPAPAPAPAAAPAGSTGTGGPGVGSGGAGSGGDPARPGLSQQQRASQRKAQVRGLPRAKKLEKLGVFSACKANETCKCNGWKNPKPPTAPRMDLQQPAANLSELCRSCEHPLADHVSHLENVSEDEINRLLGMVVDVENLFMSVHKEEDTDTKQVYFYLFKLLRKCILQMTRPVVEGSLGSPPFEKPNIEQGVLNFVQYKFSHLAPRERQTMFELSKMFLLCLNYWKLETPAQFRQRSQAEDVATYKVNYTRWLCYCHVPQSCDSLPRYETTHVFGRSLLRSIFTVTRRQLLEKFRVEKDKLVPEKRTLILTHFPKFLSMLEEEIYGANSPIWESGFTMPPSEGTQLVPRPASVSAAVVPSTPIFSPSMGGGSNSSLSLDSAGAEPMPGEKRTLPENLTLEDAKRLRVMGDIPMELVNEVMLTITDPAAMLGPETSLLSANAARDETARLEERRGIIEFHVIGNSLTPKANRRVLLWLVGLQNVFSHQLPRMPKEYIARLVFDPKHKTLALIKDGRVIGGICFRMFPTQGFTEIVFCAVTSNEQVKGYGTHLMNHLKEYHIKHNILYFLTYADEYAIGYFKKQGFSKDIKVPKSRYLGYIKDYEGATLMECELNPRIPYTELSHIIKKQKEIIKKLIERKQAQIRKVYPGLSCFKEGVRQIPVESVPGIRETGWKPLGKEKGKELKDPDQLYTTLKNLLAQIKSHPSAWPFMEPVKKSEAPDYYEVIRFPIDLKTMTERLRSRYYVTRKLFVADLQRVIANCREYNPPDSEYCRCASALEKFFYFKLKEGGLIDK
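Enzyme at 20nM final was mixed with library compounds for 15 min at room temperature. Peptide H3(1-25) at 75uM, acetyl-CoA at 70uM and ThioGlo1 at 50uM were then added. Plates were read immediately and after 20 min (Ex340nm/Em540nm).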
FEN1 inh = blocks human flap endonuclease 1 | P39748 | Recombinant FEN1 flap cleavage, fluorescence, 15 min | Potency, µM (highest dose often 114 µM), inactives show at the top dose activity change, negative = inhibition, most hits filed as inhibitors | 0.35% of 390,000 active | AID 588795; further: nearly all actives have a fitted effect of over 65% in size
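Nuclease activity of 10 nM FEN1 was measured after 15 min of room-temperature exposure to titrated compounds, by adding 50 nM flap substrate and reading plates at 0 and 15 min.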
* marks the source's active call; other numbers are inactive results; ? = inconclusive; · = not tested or not shown; [ ] = remark or other dose. The call rests on the fitted dose curve; in most records, active means well fitted curve in the direction sought with a large enough effect; inconclusive means small, poorly fitted or top-dose-only effect, or another doubt; inactive means no such curve, though single readings can be large; an effect the other way counts as inactive or inconclusive. Unless noted, on the % scale 0 is the no-effect control and ±100 the full control effect; potency means the concentration at half of the fitted maximal effect.

| item | N370S GC | KAT2A inh | FEN1 inh | Molecule |
| --- | --- | --- | --- | --- |
| 1 | -6% | 3% | -10% | Cc1nc2c3cc(Cl)ccc3n(CCN3CCOCC3)c2s1 |
| 2 | 7% | -5% | 1% | N#Cc1nnn(Cc2ccccc2)c1N |
| 3 | -4% | 25µM* | -29% | CCOc1cc(/C=C(\C#N)C(=O)Nc2cccc(C(=O)O)c2)cc(Br)c1OC(=O)c1ccc(OC)cc1 |
| 4 | -11% | -5% | -12% | COc1ccccc1C(=O)N/C(=C\c1cn(C)c2ccccc12)C(=O)N1CCCC1 |
| 5 | -7% | -7% | -1% | COC(=O)c1ccc(OC(=O)c2cccs2)cc1 |
| 6 | 5% | ? | -11% | CN(CC(=O)Nc1ccc(F)c(F)c1F)C1CCCCC1 |
| 7 | 7% | -4% | 13% | O=C(Oc1cccc(N2C(=O)C3C4c5ccccc5C(c5ccccc54)C3C2=O)c1)c1ccco1 (centres undefined) |
| 8 | 10% | 3% | 0% | Cc1ccc(C(=O)CSc2nnc(C(C)C)n2C)cc1C |
| 9 | -3% | -1% | -2% | COc1ccc(C[C@H]2CN3C(=NC[C@@H]3C(C)C)N2CCNC(=O)CCC2CCCCC2)cc1 |
| 10 | -3% | -6% | 0% | O=C(CN1CCN(c2ccccn2)CC1)N1c2ccccc2CCc2ccccc21 |
| 11 | 1% | -4% | -14% | Cc1ccc(-n2nc3c(c2NC(=O)c2cccs2)CS(=O)(=O)C3)cc1 |
| 12 | 9% | -6% | 20% | CN(C)c1c(F)cc(-c2nn[nH]n2)cc1F |
| 13 | 0% | -20% | 15% | Cc1ccccc1-c1nnn(Cc2ccc(F)cc2Cl)n1 |
| 14 | 5% | -3% | -6% | COC(=O)c1cc(CSc2nnc(NC3CCCCC3)s2)oc1C |
| 15 | · | -9% | 4% | COc1cccc(NC(=O)COC(=O)/C=C/c2c(C)nn(-c3ccccc3)c2C)c1 |
| 16 | -5% | 9% | 4% | COc1ccccc1NCC(=O)c1ccc(Cl)cc1 |
| 17 | ? | -1% | -6% | Cc1ccc(-c2csc(NC(=O)CSc3ncn(-c4ccccc4)n3)n2)cc1 |
| 18 | · | 0% | 0% | O=C(COc1ccc(Br)cc1Cl)Nc1ncn[nH]1 |
| 19 | · | -5% | -22% | Cc1ccc(C)c(N2CCN(CCCNC(=O)c3ccc4nc(CCc5ccccc5)oc4c3)CC2)c1 |
| 20 | · | 0% | 15% | CC(C)c1ccc(NC(=O)C(Cc2ccccc2)NS(=O)(=O)c2ccc3c(c2)oc(=O)n3C)cc1 (centres undefined) |
| 21 | · | -2% | 13% | C[C@@H]1CN([C@@H](C)CO)C(=O)Cc2cc(NC(=O)C3CCCCC3)ccc2O[C@H]1CN(C)S(=O)(=O)c1ccccc1 |
| 22 | 9% | -2% | -2% | CCCCNC(=S)Nc1ccc(-c2nc3ccc(C)cc3s2)cc1 |
| 23 | 16% | -4% | 0% | COC(=O)c1sc2ccccc2c1NC(=O)c1ccc(S(=O)(=O)N2CCCCC2)cc1 |
| 24 | -2% | -1% | 12% | CCCn1c(N)c(N(CCOC)C(=O)c2ccccc2)c(=O)[nH]c1=O |
| 25 | 3% | -7% | 2% | N#CC1=C(N)OC2=C(C(=O)CC(c3ccco3)C2)C1c1ccc(OCc2c(F)cccc2Cl)cc1 (centres undefined) |

Compounds 23 through 25, quoted:
| item | N370S GC | KAT2A inh | FEN1 inh | Molecule |
| --- | --- | --- | --- | --- |
| 23 | 16% | -4% | 0% | COC(=O)c1sc2ccccc2c1NC(=O)c1ccc(S(=O)(=O)N2CCCCC2)cc1 |
| 24 | -2% | -1% | 12% | CCCn1c(N)c(N(CCOC)C(=O)c2ccccc2)c(=O)[nH]c1=O |
| 25 | 3% | -7% | 2% | N#CC1=C(N)OC2=C(C(=O)CC(c3ccco3)C2)C1c1ccc(OCc2c(F)cccc2Cl)cc1 (centres undefined) |

Back to the main list, repeating the three entries before the break.
| item | N370S GC | KAT2A inh | FEN1 inh | Molecule |
| --- | --- | --- | --- | --- |
| 23 | 16% | -4% | 0% | COC(=O)c1sc2ccccc2c1NC(=O)c1ccc(S(=O)(=O)N2CCCCC2)cc1 |
| 24 | -2% | -1% | 12% | CCCn1c(N)c(N(CCOC)C(=O)c2ccccc2)c(=O)[nH]c1=O |
| 25 | 3% | -7% | 2% | N#CC1=C(N)OC2=C(C(=O)CC(c3ccco3)C2)C1c1ccc(OCc2c(F)cccc2Cl)cc1 (centres undefined) |
| 26 | -7% | -5% | -10% | COc1ccc(NC(=O)C(=O)NCCC2CCCCN2S(=O)(=O)c2cccs2)cc1 (centres undefined) |
| 27 | -4% | -7% | 0% | CCC(=O)Nc1ccc2c(c1)ncn2-c1ccc(C)cc1 |
| 28 | 2% | ? | -16% | O=C(CNCCO)N1N=C(c2cccs2)CC1c1cccs1 (centres undefined) |
| 29 | ? | -6% | 13% | COc1ccc(C(C(=O)NC2CCCC2)N(C(=O)c2snc(C(N)=O)c2N)c2ccccc2OC)cc1OC (centres undefined) |
| 30 | 6% | -5% | 4% | Cc1cnc(NC(=O)CSc2nnc(-c3ccncc3)n2C2CCCCC2)s1 |
| 31 | 6% | -3% | 1% | Cc1ccc(C(=O)NCc2ccc(N3CCN(C(=O)OC(C)(C)C)CC3)cc2)cc1 |
| 32 | -8% | ? | -16% | COC(C(=O)NNS(=O)(=O)c1ccccc1[N+](=O)[O-])c1ccccc1 (centres undefined) |
| 33 | · | -5% | -5% | COc1cc(NC(=O)c2cccc3c2C(=O)N(C2CCCCC2)C3)cc(OC)c1 |
| 34 | ? | -19% | -15% | Cc1onc(-c2ccc(Cl)cc2)c1-c1ccnc(SCC(=O)Nc2ccc(C(C)C)cc2)n1 |
| 35 | · | -5% | -2% | N#CCC(=O)Nc1ccc(C(=O)OCC(=O)NC2CCCCCC2)cc1 |
| 36 | 5% | 1% | -11% | CCc1nc2ccc(C(=O)NCc3ccc(C)o3)cc2nc1CC |
| 37 | -1% | -2% | -2% | O=c1c(-c2ccc(Cl)cc2)c[nH]n1-c1ccccc1 |
| 38 | 0% | -6% | -8% | CCOc1ccc(C(=O)Nc2nnn(CC)n2)cc1 |
| 39 | -5% | -25% | 3% | COc1ccc(CNC(=O)C(=O)c2cn(CC(=O)N3CCCC3)c3ccccc23)cc1 |
| 40 | -16% | -3% | ? | O=c1c([N+](=O)[O-])c(O)c2cccc3c2n1CCC3 |
| 41 | -8% | -5% | 2% | OCC1(Cc2ccccc2F)CCCN(CC2CCCCC2)C1 (centres undefined) |
| 42 | · | -2% | -1% | COc1ccc(-c2cc(C(=O)Nc3c(C(=O)c4ccc(C)cc4)oc4ccccc34)no2)cc1 |
| 43 | 4% | -6% | -12% | CCCn1c(=O)c2ccccc2n2c(SCC(=O)NCc3cccs3)nnc12 |
| 44 | 3% | -2% | -1% | Cc1ccc(C)c(SCC(=O)Nc2cccnc2Cl)c1 |
| 45 | -10% | 0% | 27% | CCOC(=O)CN1C(=O)CC(c2ccccc2)C1=O (centres undefined) |
| 46 | 3% | -1% | -7% | CCOc1ccccc1Nc1nc(N)nc(CSc2nncn2C)n1 |
| 47 | · | -5% | 0% | Cc1ccc(NC(=O)Cn2c(=O)n(CCCCC(=O)NCc3ccccc3Cl)c(=O)c3ccccc32)cc1 |
| 48 | 10% | -4% | 6% | CCNc1ccccc(-c2ccc3ccccc3n2)c1=O |
| 49 | · | -1% | 12% | CCCC(=O)Nc1cccc(-c2cn3c(C)csc3n2)c1 |
| 50 | -1% | 1% | 19% | O=C(CSc1ncccn1)N/N=C/c1cccc(OC2CSC2)c1 |
| 51 | 6% | 1% | -5% | CCc1ccc(-c2nc(CN3CCC(C(=O)NCc4ccc(F)cc4)CC3)c(C)o2)cc1 |
| 52 | -4% | 3% | · | CCCc1[nH]n(-c2ccc([N+](=O)[O-])cc2)c(=O)c1C=NCCN1CCNCC1 |
| 53 | 12% | -9% | -5% | O=C1N/C(=N\N=C\c2ccco2)SC1Cc1ccccc1[N+](=O)[O-] (centres undefined) |
| 54 | 14% | -13% | -14% | Cc1ccc(NC2=C/C(=N\S(=O)(=O)c3cccs3)c3ccccc3C2=O)c(C)c1 |
| 55 | 1% | -4% | 4% | O=C(COc1ccccc1)NCC(=O)NC1CCCCC1 |
| 56 | 1% | 4.5µM* | 9% | O=C(CCC(=O)N1CCSc2ccccc21)NCc1cccc(Cl)c1 |
| 57 | 4% | 1% | -7% | COc1ccccc1NC(=O)NC1CCCCCCC1 |
| 58 | 15% | 10% | 17% | O=C(N/N=C/c1ccc(-c2ccc([N+](=O)[O-])cc2)o1)[C@H]1C[C@@H]1c1ccccc1 |
| 59 | -4% | -12% | 5% | N#Cc1c(-c2cccnc2)c2c([nH]c1=S)CCCC2 |
| 60 | 3% | -5% | 3% | Cc1ccc(-c2nnc(SCC#N)n2N)cc1 |
| 61 | 0% | -12% | 24% | COc1ccc(CCNC(=O)c2c(O)c3ccccc3[nH]c2=O)cc1 |
| 62 | 0% | -11% | -20% | CCC(C)(C)NC(=O)C(c1cccc(OC)c1)N(C(=O)c1ccn[nH]1)c1cccc(OC)c1 (centres undefined) |
| 63 | -1% | -4% | -6% | CC(/C=N/N1CCN(Cc2ccccc2)CC1)=C\c1ccccc1 |
| 64 | 12% | -2% | -3% | Clc1ccc2scc(CN3CCCCC3)c2c1 |
| 65 | -5% | 3% | -3% | COc1ccccc1CNC(=O)C(c1ccccc1)c1ccccc1 |
| 66 | 1% | -4% | -25% | CN(Cc1ccccc1)Cc1nc2c(c(=O)n(C)c(=O)n2C)n1Cc1ccc(Cl)cc1 |
| 67 | 1% | -4% | -13% | COc1ccc(NC2CCCN(C(=O)c3ccc(C(C)=O)cc3)C2)cc1 (centres undefined) |
| 68 | 0% | -1% | 4% | O=C(O)/C=C\C(=O)Nc1ccc(F)c(F)c1F |
| 69 | 1% | 0% | 21% | CN(C)S(=O)(=O)c1ccc(C(=O)Nc2nc(-c3cccs3)cs2)cc1 |
| 70 | 1% | -3% | -2% | CC(=O)c1ccc(NC(=O)COC(=O)CCN2C(=O)c3cccc([N+](=O)[O-])c3C2=O)cc1 |
| 71 | 4% | -3% | -1% | Nc1nc(Nc2ccccc2)n[nH]1 |
| 72 | 12% | -15% | -3% | Clc1cnc(N/N=C/c2ccco2)c(Cl)c1 |
| 73 | 1% | 1% | 6% | Nn1c(SCC(=O)Nc2ccccc2F)nnc1-c1cccnc1 |
| 74 | 6% | -1% | 15% | CCOc1ccc(C(C)C)cc1S(=O)(=O)n1nc(C)cc1C |
| 75 | 13% | -16% | 9% | COCCNC(=O)NC(=O)COC(=O)C12CC3CC(CC(NC(C)=O)(C3)C1)C2 |

Continued:
| item | N370S GC | KAT2A inh | FEN1 inh | Molecule |
| --- | --- | --- | --- | --- |
| 76 | 8% | -5% | 3% | CN1CCN(C2=Cc3ccccc3Sc3cc(F)c(F)cc32)CC1 |
| 77 | -8% | -13% | -2% | CC(C)c1nc(NCc2ccccc2)c(C#N)c2c1CCCC2 |
| 78 | · | -3% | -14% | CCCn1c(N)c(N(CCOC)C(=O)c2ccc(-c3ccccc3)cc2)c(=O)[nH]c1=O |
| 79 | -2% | -1% | 6% | C=CCn1c(SCC(=O)NCCOC)nc2scc(-c3ccco3)c2c1=O |
| 80 | -4% | -2% | -7% | COc1ccc(S(=O)(=O)N2CCCCC2)cc1NC(=O)c1ccc([N+](=O)[O-])o1 |
| 81 | 10% | -10% | -2% | COCCOC(=O)C(C#N)c1nc2ccccc2nc1N1CCN(Cc2ccccc2)CC1 (centres undefined) |
| 82 | ? | 0% | 2% | CC1CCN(CCCNC(=O)c2ccc3c(=O)n(Cc4ccc(Cl)cc4)c(=S)[nH]c3c2)CC1 |
| 83 | 17%[89.1 µM] | -8% | -19% | COc1ccc(-c2c(C)cc3oc(=O)cc(-c4ccccc4)c3c2C)cc1C=O |
| 84 | 7% | 1% | -11% | Cc1cccc(N(C)S(=O)(=O)c2cccc3nsnc23)c1 |
| 85 | -6% | -1% | 11% | CCCc1ccc(OCC(=O)NNC(=O)c2cccnc2)cc1 |
| 86 | -12% | 0% | -5% | c1ccc2ncc(-n3cnnn3)cc2c1 |
| 87 | 3% | -18% | 1% | O=C(Nc1ccccc1)N1CCN(S(=O)(=O)c2ccccc2)CC1 |
| 88 | -22% | -2% | 7% | Cc1ccc(NC(=O)CCn2cnc3cc(C)c(C)cc32)cc1 |
| 89 | 1% | -4% | -6% | COc1ccc([N+](=O)[O-])cc1NC(=O)c1cn(-c2ccc(Cl)cc2)c(=O)c2ccccc12 |
| 90 | 7% | -1% | -19% | COc1cc(NS(=O)(=O)c2ccc(NC(=O)/C=C/c3ccc([N+](=O)[O-])cc3)cc2)ncn1 |
| 91 | · | -3% | -3% | CCOC(=O)C1=CN(Cc2ccco2)S(=O)(=O)NC1c1cccc(OC)c1 (centres undefined) |

4 compounds picked at random from the list so far:
| item | N370S GC | KAT2A inh | FEN1 inh | Molecule |
| --- | --- | --- | --- | --- |
| 78 | · | -3% | -14% | CCCn1c(N)c(N(CCOC)C(=O)c2ccc(-c3ccccc3)cc2)c(=O)[nH]c1=O |
| 88 | -22% | -2% | 7% | Cc1ccc(NC(=O)CCn2cnc3cc(C)c(C)cc32)cc1 |
| 87 | 3% | -18% | 1% | O=C(Nc1ccccc1)N1CCN(S(=O)(=O)c2ccccc2)CC1 |
| 79 | -2% | -1% | 6% | C=CCn1c(SCC(=O)NCCOC)nc2scc(-c3ccco3)c2c1=O |

Source: PubChem (National Center for Advancing Translational Sciences (NCATS))
